SIAE primary – inhibitors of human sialic acid acetylesterase SIAE; AID 1053197; Q9HAT2; inhibition, % at 9.66 µM; 370,000 compounds, 0.69% hits; SIAE FP-Rh probe binding, fluorescence polarization;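 active = inhibition above a cutoff: mean of compounds within the control limits plus 3 SD of those, cut at about 17% in these data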;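 note: 0% = plate median of compound wells and 100% = probe without SIAE protein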
MBD2 DNA inh – blocks human MBD2 binding to methylated DNA. TR-FRET, MBD2 binding to methylated oligonucleotide. 370,000 compounds, 0.31% hits. Q9UBB5. inhibition, % at 4.4 µM. AID 686964; in the data active = inhibition above about 13%
HTRA1 inh – blocks human HTRA1 serine peptidase | recombinant HTRA1, FP-rhodamine activity-based probe, fluorescence polarization | 340,000 compounds, 0.5% hits | inhibition, % at 5.96 µM | Q92743; in the data active = inhibition above about 36%;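 note: 0% = enzyme with DMSO and 100% = wells lacking enzyme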
mABHD4 FP – ABHD4 (mouse) inhibition, primary FP screen; purified mABHD4, FP-Rh probe fluorescence polarization; inhibition, % at 8.92 µM; 370,000 compounds, 0.54% hits; AID 720543;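 active = inhibition exceeding the mean over every tested compound plus 3 SD, cut at about 30% in these data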;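 note: 0% = plate median of compound wells and 100% = S159A mutant with DMSO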
Target sequence (Q8VD66 whole entry, looked up): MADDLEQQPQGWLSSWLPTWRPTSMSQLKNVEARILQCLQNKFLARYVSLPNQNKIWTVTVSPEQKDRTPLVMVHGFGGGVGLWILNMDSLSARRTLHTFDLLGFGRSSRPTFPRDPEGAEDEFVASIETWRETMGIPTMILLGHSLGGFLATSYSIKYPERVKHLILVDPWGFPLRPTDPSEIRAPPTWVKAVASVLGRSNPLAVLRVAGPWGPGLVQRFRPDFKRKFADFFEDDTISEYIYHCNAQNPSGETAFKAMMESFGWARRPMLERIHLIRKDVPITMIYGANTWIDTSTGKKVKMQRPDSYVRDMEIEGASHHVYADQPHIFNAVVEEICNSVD
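Assay system: mABHD4 protein; medium: HEPES pH 7.0, NaCl, Pluronic buffer; dosing: 8.92 µM, single dose; schedule: 45 min + 60 min at 25 °C; signal: FP readout, ex 525 nm / em 598 nm; read-out: normalized percent inhibition of probe labeling; repeats: single replicate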
TDP2 inh – blocks human TDP2 phosphodiesterase activity | AID 720702 | recombinant TDP2, T5PNP hydrolysis, p-nitrophenol absorbance 415 nm | O95551 | inhibition, % at 12.8 µM | 370,000 compounds, 0.34% hits;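 active = inhibition above the mean of all tested compounds plus 3 SD, set per campaign, cut at about 25% in these data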;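 note: 0% = DMSO with enzyme and 100% = buffer with substrate but no TDP2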
Target sequence (O95551 whole entry, looked up): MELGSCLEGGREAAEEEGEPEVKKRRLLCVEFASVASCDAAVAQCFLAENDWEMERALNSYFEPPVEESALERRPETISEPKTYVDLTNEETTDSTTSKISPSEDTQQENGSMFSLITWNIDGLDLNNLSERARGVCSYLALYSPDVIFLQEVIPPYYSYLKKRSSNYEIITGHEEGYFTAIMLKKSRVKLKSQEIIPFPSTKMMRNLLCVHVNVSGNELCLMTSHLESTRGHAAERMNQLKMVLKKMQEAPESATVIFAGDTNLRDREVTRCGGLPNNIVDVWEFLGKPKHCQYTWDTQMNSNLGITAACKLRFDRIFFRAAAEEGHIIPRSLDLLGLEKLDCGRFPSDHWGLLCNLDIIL
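Evaluation: % inhibition relative to enzyme-containing and enzyme-free wells. Material: recombinant human TDP2. Benchmarks: enzyme-free and DMSO wells. Timing: enzyme reaction with compound for 2 h at 37 °C. Compound dosing: 12.8 µM only. Measured by: p-Nitrophenol epi absorbance. Reagent: T5PNP substrate at 5 mM, a TopII-DNA adduct mimic. Replication: single well per compound.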
PRMT1 inh – PRMT1 (human) inhibition, primary screen; Q99873; recombinant PRMT1, activity-based probe fluorescence polarization; inhibition, % at 2.79 µM; 370,000 compounds, 1.3% hits;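 active = inhibition above about 21% made by adding two undisclosed values, limit read from the data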
TCR-CD3 inh – inhibitors of human TCR-CD3 interaction; TAMRA-labeled TCR probe fluorescence, biochemical; 360,000 compounds, 0.37% hits; inhibition, % at 9.4 µM; in the data active = inhibition above about 19%;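 note: recombinant mutant TCR 2C K166C tagged with TAMRA read by polarization; 0% = receptor in buffer alone and 100% = receptor with positive control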
LEDGF integ inh – blocks HIV-1 LEDGF/p75-dependent DNA integration | 370,000 compounds, 0.64% hits | TR-FRET IN-LEDGF/p75 DNA integration, Eu/Cy5 | inhibition, % at 3.7 µM | AID 743269;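 active = inhibition above the screen-wide mean plus 3 SD, cut at about 13% in these data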;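 note: signal is the Cy5 over europium emission ratio at 671 and 618 nm; 0% = plate median of compound wells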
rCAG binder – r(CAG) repeat RNA binding. TO-PRO-1 dye displacement fluorescence. inhibition, % at 3 µM. 370,000 compounds, 1.3% hits;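 active = inhibition above the plate cutoff, the mean of all test compounds on that plate plus 3 SD, cut at about 35% in these data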;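 note: 0% = DMSO alone and 100% = 100 µM mitoxantrone as full dye displacement; higher means more dye released from RNA so lower well fluorescence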
NPR2 activator – GC-B (human) receptor activation. activation, % at 10 µM. AID 1920062. P20594. 370,000 compounds, 0.11% hits. HEK293-GC-B cells, CNP EC30, cGMP TR-FRET; 0% at EC30 CNP, 100% saturating CNP;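 active = activation at 10 µM reaching about 35% in either raw or pattern-adjusted values, limit read from the data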
An asterisk follows results filed as active; nt = no result given. Not all compounds are listed; rates above refer to the full screens.

[1] CCC(=O)NC(c1cccs1)c1ccc2cccnc2c1O (stereo not given)
[2] C[C@@H]1CN([C@H](C)CO)C(=O)CCCn2cc(nn2)CO[C@H]1CN(C)C(=O)Nc1ccc(C(C)(C)C)cc1
[3] Cc1ccc(Cl)cc1NC(=O)c1ccccn1
[4] Cc1nn2c(N)c(C#N)cnc2c1-c1ccc(Cl)cc1
[5] CCOc1ccc(C(=O)C(C)OC(=O)CN2C(=O)NC(C)(C)C2=O)cc1 (stereo not given)
[6] Cc1cc(C)c(N2C(=O)CC(Sc3ccccc3N)C2=O)c(C)c1 (stereo not given)
[7] O=C(Nc1nc(-c2ccc(Br)cc2)cs1)c1cccnc1
[8] CN(C)S(=O)(=O)N(CC(=O)NCc1ccccc1)c1ccccc1
screen / no.,1,2,3,4,5,6,7,8
SIAE primary,3,4,0,4,1,5,-11,-5
MBD2 DNA inh,-4,-2,-9,-4,-2,4,-5,-2
HTRA1 inh,41*,nt,-3,-1,1,9,5,4
mABHD4 FP,6,0,-3,2,4,-2,6,-1
TDP2 inh,-8,5,-5,-10,7,2,7,0
PRMT1 inh,5,3,-3,-3,3,34*,4,-3
TCR-CD3 inh,-10,-5,3,3,2,2,-2,2
LEDGF integ inh,-10,-1,-1,-1,4,5,1,1
rCAG binder,4,-2,-2,3,-2,2,-1,-3
NPR2 activator,-2,-2,1,-2,7,-2,-2,2

[9] O=C1N(CN2C(=O)C3(OCCO3)c3ccccc32)c2ccccc2C12OCCO2
[10] O=C(CSc1nc(O)cc(=O)[nH]1)N1CCCc2ccccc21
[11] CN(C)CCn1c2c(c(SCC(=O)Nc3nccs3)nc1=O)CCCC2
[12] COC(=O)CCC(=O)Nc1ccc(S(=O)(=O)N2CCc3ccccc32)cc1
[13] COc1ccc(N(CC(=O)Nc2cccc(SC)c2)S(C)(=O)=O)cc1Cl
[14] Oc1cc(NCc2ccc(Cl)cc2)cc2cccnc12
[15] CC(=O)Nc1ccc(S(=O)(=O)N2CCSc3ccccc32)cc1
[16] COc1ccccc1S(=O)Cc1ccc(C(=O)NC2CCCC2)o1 (stereo not given)
screen / no.,9,10,11,12,13,14,15,16
SIAE primary,-1,14,2,-8,-5,8,-2,7
MBD2 DNA inh,-3,-1,-1,2,5,-3,4,1
HTRA1 inh,1,-2,3,-11,-23,20,-6,1
mABHD4 FP,3,2,3,-3,-14,7,-2,2
TDP2 inh,1,9,-16,3,-2,0,3,6
PRMT1 inh,0,26*,5,-2,-1,-1,-1,11
TCR-CD3 inh,-1,3,0,7,-2,2,-8,-5
LEDGF integ inh,-2,0,-5,-3,1,3,2,1
rCAG binder,-2,21,-5,3,5,-1,2,2
NPR2 activator,-18,3,6,-12,-2,-1,-2,-2

Compound profiles, as listed above. Order of screens: SIAE primary, MBD2 DNA inh, HTRA1 inh, mABHD4 FP, TDP2 inh, PRMT1 inh, TCR-CD3 inh, LEDGF integ inh, rCAG binder, NPR2 activator
`COc1ccc(N(CC(=O)Nc2cccc(SC)c2)S(C)(=O)=O)cc1Cl` in the list: -5, 5, -23, -14, -2, -1, -2, 1, 5, -2
`Oc1cc(NCc2ccc(Cl)cc2)cc2cccnc12` in the list: 8, -3, 20, 7, 0, -1, 2, 3, -1, -1

(listing goes on)
[17] O=C(CSc1nnc(COc2ccc(Br)cc2)o1)NC1CCCCC1
[18] CN1C[C@@H]2C(c3ccc(Cl)nc3)C3(c4ccccc4)CC2(C3)[C@H]1c1ccccc1 (stereo not given in full)
[19] CN1CC(=O)N(CC(=O)Nc2cccc(S(=O)(=O)N3CCOCC3)c2)C1=O
[20] COc1ccc(NC(=O)c2cn(-c3ccccc3)nc2-c2ccncc2)cc1
[21] COc1ccc(/C=N/n2cnc3c([nH]c4ccc(F)cc43)c2=O)cc1CN1CCCC1
[22] O=C1c2cccc3c([N+](=O)[O-])ccc(c23)C(=O)N1CC1CCCO1 (stereo not given)
[23] COc1ccccc1CNC(=O)COC(=O)c1cc(C)nc2ccccc12
[24] CC(C)CC(C(=O)Nc1cccc(O)c1)N1C(=O)c2ccccc2C1=O (stereo not given)
screen / no.,17,18,19,20,21,22,23,24
SIAE primary,7,9,1,-1,-1,1,1,-1
MBD2 DNA inh,-5,-6,-1,4,1,-3,3,-3
HTRA1 inh,6,-22,1,-8,-2,-5,-13,-6
mABHD4 FP,4,-1,4,2,-7,5,0,-3
TDP2 inh,-8,3,6,-5,-4,-13,-6,0
PRMT1 inh,1,-4,-1,1,-1,8,1,-2
TCR-CD3 inh,4,3,-2,-8,3,2,-1,-14
LEDGF integ inh,-4,0,3,1,3,0,-2,0
rCAG binder,-2,-5,5,4,11,-4,1,4
NPR2 activator,3,-14,2,-9,1,19,1,1

[25] O=S(=O)(c1ccccc1)N1CCC(N2CCCCCC2)CC1
[26] COC(=O)CCCC(=O)N1CCOCCN(C(=O)CCCC(=O)OC)CCOCC1
[27] CC(C)OP(=O)(OC(C)C)C(Nc1ccccc1)c1cccc([N+](=O)[O-])c1 (stereo not given)
[28] COCCn1c(N)c(C(=O)NCc2cccs2)c2nc3ccccc3nc21
[29] CCCCNC(=S)N1CCN(C)CC1
[30] C[C@@H]1CN([C@H](C)CO)C(=O)CCCn2nncc2CO[C@@H]1CN(C)C(=O)C1CCCCC1
[31] COc1ccc(NC(=O)CN(c2cccc(C(F)(F)F)c2)S(C)(=O)=O)cc1OC
[32] Cc1ccc(-c2nc3ncccc3o2)cc1NC(=O)c1ccc2c(c1)OCO2
screen / no.,25,26,27,28,29,30,31,32
SIAE primary,5,-1,-1,-1,-2,-4,5,2
MBD2 DNA inh,-1,2,-5,1,-3,3,-5,0
HTRA1 inh,-3,-3,nt,-22,-1,0,0,-1
mABHD4 FP,5,2,0,1,12,0,5,-2
TDP2 inh,-5,-3,4,23,-3,6,-3,-9
PRMT1 inh,-3,-3,4,-5,-1,3,-2,0
TCR-CD3 inh,-3,4,0,2,4,-6,1,-1
LEDGF integ inh,-1,0,0,5,0,-3,3,2
rCAG binder,2,-2,-7,7,-4,-1,-3,3
NPR2 activator,2,4,-17,3,-1,8,-6,1

[33] C/C(=N/NC(=O)c1ccoc1C)c1ccc(N2CCOCC2)cc1
[34] CCOc1ccccc1NC(=O)CSc1nc2nc(-c3cccs3)cc(C(F)(F)F)c2c(=O)[nH]1
[35] O=C(NNC(=O)C1CCCCC1)C(=O)NC1CCCCC1
[36] Fc1cccc(Cc2c(-c3ccc(Cl)cc3)nc3c(Cl)cc(C(F)(F)F)cn23)c1
[37] Cc1ccc(-c2csc(C(C#N)=C(O)CN3CCN(C(=O)c4ccco4)CC3)n2)cc1
[38] O=C(Nc1ccccc1N1CCCCC1)c1ncoc1-c1ccc(F)cc1
[39] CCN(C(=O)CSc1nnc(SC(C)C)s1)C1CCS(=O)(=O)C1 (stereo not given)
[40] Cc1cccc(CN(CC(=O)N/N=C/c2ccco2)S(=O)(=O)c2ccc(Cl)cc2)c1
screen / no.,33,34,35,36,37,38,39,40
SIAE primary,11,-51,3,-1,-21,-9,-2,-6
MBD2 DNA inh,2,6,-4,-7,5,1,2,-3
HTRA1 inh,11,-37,3,nt,2,2,2,-39
mABHD4 FP,0,-84,-1,-12,-16,5,7,-17
TDP2 inh,-9,-4,15,2,4,0,-12,-8
PRMT1 inh,0,4,0,4,6,-2,4,-1
TCR-CD3 inh,-7,0,2,8,-20,15,-10,6
LEDGF integ inh,-4,-10,-2,1,10,9,0,-6
rCAG binder,-2,70*,1,6,43*,-1,-2,2
NPR2 activator,4,0,1,10,1,-3,4,-2

[41] O=C(CN1C(=O)NC2(CCCC2)C1=O)OCc1cc(=O)n2cc(Br)ccc2n1
[42] COCCCNC(=O)C1c2ccccc2Oc2ccccc21
[43] CC1CCC(CN2C(Nc3ccccc3)=NC[C@@H]2Cc2ccccc2)CC1 (stereo not given in full)
[44] CCc1ccc(C(O)c2ncc(-c3ccc4ccccc4c3)[nH]2)cc1 (stereo not given)
[45] CCOC(=O)C1CCCN(CCC(=O)Nc2ccc3c(c2)CCC3)C1 (stereo not given)
[46] CC[C@@H]1C=C(C(=O)O)[C@H](c2ccc(F)cc2)N1S(=O)(=O)c1ccc(C)cc1
[47] Cc1cccc(NC(NC(=O)c2cccnc2)C(Cl)(Cl)Cl)c1 (stereo not given)
[48] Clc1cc(Cl)cc(Nc2ccccc2CN(C/C=C/c2ccc3c(c2)OCO3)Cc2ccccc2)c1
screen / no.,41,42,43,44,45,46,47,48
SIAE primary,4,2,-6,-2,0,1,1,-2
MBD2 DNA inh,1,3,6,4,2,7,-5,0
HTRA1 inh,4,9,-3,nt,0,5,-12,-1
mABHD4 FP,4,2,5,-1,-4,-4,0,6
TDP2 inh,-8,14,0,-3,6,7,-2,-3
PRMT1 inh,-2,2,3,4,-1,0,-3,2
TCR-CD3 inh,5,-6,-2,-5,-4,0,5,3
LEDGF integ inh,0,0,0,0,0,1,4,3
rCAG binder,2,-5,3,6,-11,3,0,3
NPR2 activator,4,3,-10,-3,-2,1,-5,-2

Values in list order from the list:
Nos. 41–44 in MBD2 DNA inh, in turn: 1, 3, 6, 4
Nos. 41–44 in PRMT1 inh, in turn: -2, 2, 3, 4

Next part:
[49] COc1ccc(N(CC(=O)Nc2ccccc2C(=O)NCc2ccco2)S(C)(=O)=O)cc1
[50] C=CCSC1=N/C(=C\c2cc(OC)c3c(c2)OCO3)C(=O)S1
[51] CCCCn1nnnc1SCC(=O)Nc1ccc2c(c1)OCO2
[52] CC1CCCCC1NC(=O)CCS(=O)(=O)c1cc2c(cc1Cl)NC(=O)CO2 (stereo not given)
screen / no.,49,50,51,52
SIAE primary,-8,-1,6,7
MBD2 DNA inh,9,7,-2,-5
HTRA1 inh,-2,14,1,5
mABHD4 FP,-14,14,0,6
TDP2 inh,-5,3,-11,-13
PRMT1 inh,1,0,0,-1
TCR-CD3 inh,-5,1,-9,-3
LEDGF integ inh,-1,3,1,2
rCAG binder,-1,12,7,0
NPR2 activator,-2,-3,-5,-3

Bioassay records from PubChem.
